Bioassay records: PubChem, National Center for Advancing Translational Sciences (NCATS)
ATXN2 expr inh = ATXN2 expression inhibition. AID 1745845. HEK-293 ATXN2-luciferase reporter, luminescence, 24 h. 0.72% of 360,000 active. Potency, µM (highest dose often 57 µM), without a hit: at the top dose activity change, negative = inhibition, hits mostly inhibitors; further: nearly all actives have a fitted effect of over 55% in size
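qHTS (up to 57 uM final) was run with 24 h compound exposure of reporter cells at 37 °C. Each well was multiplexed: SteadyGlo luminescence measured ATXN2-luciferase expression after a fluorogenic Gly-Phe-AFC viability readout (25 uM final).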
KB-3-1 cytotox = kills parental KB-3-1 adenocarcinoma cells. 1.4% of 400,000 active. AID 1347075. Potency, µM (top dose mostly 46.1 µM), for the others: at the top dose activity change, negative = cytotoxic, usual class: cytotoxic. KB-3-1 viability, CellTiter-Glo ATP luminescence, 72 h; further: nearly all actives have a fitted effect of over 60% in size
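KB-3-1 parental drug-naive adenocarcinoma cells in DMEM/10% FBS, incubated 72 h at 37 C with pin-transferred compounds across a concentration series. Viability by CellTiter-Glo luminescence; concentration-response curves fitted after normalization.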
KB-V1 MDR tox = kills drug-selected multidrug resistant KB-V1 cells. 3.4% of 400,000 active. KB-V1 MDR cells viability, CellTiter-Glo, 72 h. AID 1347076. Potency, µM (top dose mostly 46.1 µM), without a hit: top-dose activity change, negative = cytotoxicity, hits mostly cytotoxic; further: nearly all actives have a fitted effect of over 60% in size
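In this primary screen, KB-V1 cells overexpressing P-gp are incubated with library compounds (lowest to highest concentration) for 72 h at 37 degrees C before a luminescent ATP viability read.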
* hit, by the source's call; ? = inconclusive. The call rests on the fitted dose curve; in most records, active means well fitted curve in the direction sought with a large enough effect; inconclusive means small, poorly fitted or top-dose-only effect, or another doubt; inactive means no such curve, though single readings can be large; an effect the other way counts as inactive or inconclusive. On the % scale 0 is the no-effect control and ±100 the full control effect; potency means the concentration at half of the fitted maximal effect. This is a subset; rates above refer to the full screens.

SMILES	ATXN2 expr inh	KB-3-1 cytotox	KB-V1 MDR tox
CCOC(=O)CNC(=O)Nc1cc(C(=O)NCc2ccc(C(C)C)cc2)ccc1N1CCCC1	14%	0%	6%
COc1cccc(CNC(=O)CN2C(=O)N(c3ccc(C)cc3C)S(=O)(=O)c3ccccc32)c1OC	-27%	8%	0%
COc1ccc(CNC(=O)c2cc3sccc3n2Cc2ccc(F)cc2)cc1	-6%	-21%	0%
COc1cccc2cc(C(=O)Nc3ccc(F)c(F)c3)c(=O)oc12	15%	0%	3%
Cc1ccc(NC(=O)CCc2nc3cccnc3n2-c2ccccc2)cc1Cl	-33%	3%	-9%
COc1cc(-c2nnc(SCC(=O)N3CCCc4ccccc43)o2)cc(OC)c1OC	-8%	5%	2.6µM*
COC(=O)c1scc(-c2ccc(C)cc2)c1S(=O)(=O)Nc1cccc(Cl)c1C	-17%	-1%	11%
CCOC(=O)C(=O)Nc1c(C(=O)Nc2cccc(F)c2)oc2ccccc12	21%	-3%	1%
Cc1c(C(=O)NCc2cccc(Cl)c2)sc2ncnc(N(C)C3CCCCC3)c12	?	-5%	14%
Cc1ccc2[nH]c(=O)c3cc(C(=O)NC4CCC(C)CC4)sc3c2c1 (stereo not given)	9%	15%	14%

Rewritten in markdown: part of the list above.
| Compound | ATXN2 expr inh | KB-3-1 cytotox | KB-V1 MDR tox |
| --- | --- | --- | --- |
| COc1cc(-c2nnc(SCC(=O)N3CCCc4ccccc43)o2)cc(OC)c1OC | -8% | 5% | 2.6µM* |
| Cc1c(C(=O)NCc2cccc(Cl)c2)sc2ncnc(N(C)C3CCCCC3)c12 | ? | -5% | 14% |
| Cc1ccc(NC(=O)CCc2nc3cccnc3n2-c2ccccc2)cc1Cl | -33% | 3% | -9% |

Rewritten as labelled records: four of the compounds above.
COc1ccc(CNC(=O)c2cc3sccc3n2Cc2ccc(F)cc2)cc1
  ATXN2 expr inh: -6%
  KB-3-1 cytotox: -21%
  KB-V1 MDR tox: 0%
COc1cccc2cc(C(=O)Nc3ccc(F)c(F)c3)c(=O)oc12
  ATXN2 expr inh: 15%
  KB-3-1 cytotox: 0%
  KB-V1 MDR tox: 3%
Cc1ccc(NC(=O)CCc2nc3cccnc3n2-c2ccccc2)cc1Cl
  ATXN2 expr inh: -33%
  KB-3-1 cytotox: 3%
  KB-V1 MDR tox: -9%
COc1cc(-c2nnc(SCC(=O)N3CCCc4ccccc43)o2)cc(OC)c1OC
  ATXN2 expr inh: -8%
  KB-3-1 cytotox: 5%
  KB-V1 MDR tox: 2.6µM*

Remaining list, next part
SMILES	ATXN2 expr inh	KB-3-1 cytotox	KB-V1 MDR tox
COc1ccc(NC(=O)c2ccc(NC(=O)N3CCSc4ncccc43)cc2)cc1	-23%	-7%	0%
Cc1ccc(CN(Cc2cccn2-c2nnc(N3CCCC3=O)s2)C(=O)Nc2cc(C)cc(C)c2)cc1	6%	-7%	-12%
CCOC(=O)C1=C(CN2CCN(c3ccccc3)CC2)NC(=O)NC1c1ccc(C)cc1 (stereo not given)	-5%	-26%	-16%
COc1ccc(C(=O)Nc2ccc3oc(-c4cc(Cl)ccc4Cl)nc3c2)cc1Br	1%	2%	12%
COc1ccc(C(=O)N2CC(=O)Nc3ccc(F)cc3C2c2ccc(F)cc2)c(OC)c1 (stereo not given)	0%	1%	14%
Cc1ccc(Cl)cc1N1CCN(C(=O)c2ccc3c(Cl)c4c(nc3c2)CCCC4)CC1	-4%	0%	-2%
Cc1ccc(C)c(NS(=O)(=O)c2ccc3oc(=O)c4ncn(C)c4c3c2)c1	-11%	12%	20%
Cc1ccccc1Cn1c(=O)n(CCCCC(=O)NCCc2ccccc2)c(=O)c2ccccc21	-1%	0%	-16%
CCc1ccc(OCC2c3cc(OC)c(OC)cc3CCN2C(=O)Cc2ccc(OC)c(OC)c2)cc1 (stereo not given)	?	-6%	-11%
Cc1cccc(NC(=O)N2CCN(C)c3ncccc32)c1C	-15%	0%	7%
Cc1ccc2c(c1)-c1nc(-c3ccc4c(c3)NC(=O)CO4)cc(-c3ccc(F)cc3)c1CO2	6%	0%	12%
CC(C)(C)C1CCc2c(sc(NC(=O)Cn3nnc(-c4ccccc4F)n3)c2C#N)C1 (stereo not given)	0%	0%	?
COc1cc(CN(C(=O)Nc2ccccc2)c2ccccn2)cc(OC)c1OC	12%	-1%	-6%
CN(C)S(=O)(=O)N1CCC(n2cnc3cccnc32)CC1	4%	-6%	0%
CCC(=O)N1CCc2cc(S(=O)(=O)NCCC(=O)Nc3cccc(C)c3C)ccc21	11%	-2%	46%
CCOC(=O)c1ccc(N2C(=O)c3n[nH]c(C)c3C2c2ccc(C(C)(C)C)cc2)cc1 (stereo not given)	6%	3%	0%
Cc1ccc2[nH]c(CSc3nnc(C)s3)cc(=O)c2c1	7%	0%	-3%
O=C1CN(C(=O)COc2ccc(Cl)cc2)C(c2ccc(F)cc2)c2cc(Cl)ccc2N1 (stereo not given)	?	5%	-6%
CC(C)C(=O)NCC(c1ccc2c(c1)OCO2)N1CCN(c2ccccc2)CC1 (stereo not given)	-4%	-17%	-9%
Cc1ccc2occ(CC(=O)N3CCN(c4cccc(Cl)c4)CC3)c2c1	?	-4%	-20%
COc1ccc(NC(=O)C2CCN(S(=O)(=O)c3cc(-c4noc(C)n4)ccc3C)CC2)cc1	-35%	-5%	12%
N#CC1=C2SCN(C3CCCCC3)CN2C(=O)CC1c1ccc(Br)cc1 (stereo not given)	-8%	5%	0%
O=C(Nc1ccc(O)c(-c2nc3ccccc3o2)c1)c1ccc(Br)cc1	3%	?	3%
Cc1nn(C(=O)c2cccc(F)c2)c(C)c1S(=O)(=O)N1CCCCCC1	4%	0%	0%
COc1ccc(C(=O)Nc2ccc(-c3nnc4n3CCCCC4)cc2)cc1	-9%	10%	?
Cc1ccc(NC(=O)C2CCN(S(=O)(=O)c3c(C)noc3C)CC2)c(C)c1	4%	4%	10%
COC(=O)c1cc2sccc2n1CC(=O)Nc1cc(Cl)ccc1OC	1%	?	?
COc1ccccc1-c1nn2c(=O)cc(CN3CCN(S(=O)(=O)c4ccc(C)cc4)CC3)nc2s1	6%	-1%	22%
CN1CCN(C(c2ccc(Cl)cc2Cl)c2sc3nc(-c4ccco4)nn3c2O)CC1 (stereo not given)	8%	-7%	12%
Cc1ccc(C)c(N2CCN(C(=O)Cn3ncc4ccsc4c3=O)CC2)c1	-24%	16µM*	4.1µM*
COCCNC(=O)CCCn1c(SCc2ccccc2Cl)nc2c(sc3ccccc32)c1=O	-12%	-1%	-4%
CCOC(=O)c1c(Oc2ccc(OC)cc2)nnc(-c2ccccc2)c1-c1ccccc1	-20%	-13%	-2%
COc1ccc2c(CNCc3ccc(C)o3)c(C(=O)O)n(Cc3ccccc3)c2c1	6%	?	0%
Cc1ccc2c(CNCc3ccc(C)o3)c(C(=O)O)n(Cc3ccccc3C)c2c1	7%	2%	9%
COc1cccc(CNCCSc2nnnn2-c2ccccc2)c1OC	-6%	-7%	-2%
Cn1c(SCc2cc(=O)c3cc(Cl)ccc3[nH]2)nnc1-c1ccccc1	-20%	?	-3%
Cc1ccccc1C(=O)NC1(C(F)(F)F)N=C(c2ccccc2)N(Cc2ccccc2)C1=O (stereo not given)	1%	11%	?
COc1ccccc1N1CCN(C(=O)CCNS(=O)(=O)c2ccc3c(c2)CCN3C(=O)C2CC2)CC1	-29%	-6%	0%
O=C(NCc1ccco1)c1ccc2c(c1)N(Cc1ccc(Cl)cc1)C(=O)c1ccccc1S2=O (stereo not given)	8%	-23%	0%
CC(C)CCOc1ccc(C(=O)Nc2sc3c(c2C#N)CCCCC3)cc1	12%	12%	1%
CCN(CC)C(=O)Cn1cc(SCC(=O)Nc2cccc(F)c2)c2ccccc21	5%	0%	?
O=C(Nc1ccccc1C(=O)OCc1cc(=O)n2ccsc2n1)c1ccccc1Cl	-8%	1%	?
CC(C)(C)C1CCc2c(sc3nnn(CCOc4ccccc4)c(=O)c23)C1 (stereo not given)	16%	6%	14%
O=C(NCc1ccc(F)cc1)c1ccc(NC(=O)N2CC3CCCN3c3ccccc32)cc1 (stereo not given)	-23%	-14%	5%
Cc1ccc(CNC(=O)Cn2c(=O)ccc3cc(S(=O)(=O)N4CCCC4)ccc32)cc1	-7%	?	10%
Cc1ccc(CNc2nc3ccc(Cl)cc3n3nnnc23)cc1	-5%	-15%	-28%
CCOC(=O)c1c(S(=O)(=O)N2CCCC(C(=O)NCc3ccc(F)cc3)C2)c(C)n(CC)c1C (stereo not given)	-1%	11%	?
CCn1c(SCC(=O)c2ccc([N+](=O)[O-])cc2)nnc1-c1ccc(Cl)cc1	10%	8%	?
O=C(NCC(c1ccc2c(c1)OCO2)N1CCN(c2ccccc2)CC1)c1ccc(F)c(F)c1 (stereo not given)	-8%	-13%	-15%
COc1ccc(CNC(=O)CCCN2C(=O)CSc3c2c(C)nn3-c2ccccc2)c(OC)c1	-21%	0%	?

Reprinted at random: 2 compounds from above
SMILES	ATXN2 expr inh	KB-3-1 cytotox	KB-V1 MDR tox
O=C(NCC(c1ccc2c(c1)OCO2)N1CCN(c2ccccc2)CC1)c1ccc(F)c(F)c1 (stereo not given)	-8%	-13%	-15%
CC(C)(C)C1CCc2c(sc3nnn(CCOc4ccccc4)c(=O)c23)C1 (stereo not given)	16%	6%	14%

Next structures follow:
SMILES	ATXN2 expr inh	KB-3-1 cytotox	KB-V1 MDR tox
Cc1ccc(S(=O)(=O)n2nc(-c3ccco3)nc2NCc2ccc(N(C)C)cc2)cc1	1%	?	14%
CC(C)(C)CC(=O)Nc1nnc2n1CCS2	3%	-1%	17%
COC(=O)c1sc2cccc(F)c2c1S(=O)(=O)N1CCN(c2cccc(C)c2)C(C)C1 (stereo not given)	5%	-18%	?
COc1ccccc1NC(=O)C1=C(C)Nc2nc(SCc3ccc(Cl)cc3)nn2C1c1ccccc1Cl (stereo not given)	14%	-16%	-7%
CCOc1ccc(NC(=O)C2CCCN(c3nnc(C)c4c(C)n(-c5ccccc5)nc34)C2)cc1 (stereo not given)	5%	6%	26%
CCN(C(=O)Cn1cnc2onc(-c3ccc(F)cc3)c2c1=O)c1cc(C)ccc1C	-3%	0%	16%
Cc1noc(-c2ccc(NC(C)c3ccccc3)c([N+](=O)[O-])c2)n1 (stereo not given)	9%	-3%	-1%
Cc1onc(-c2ccccc2Cl)c1C(=O)Oc1ccc(Br)cc1	0%	-4%	1%
Cc1ccc(-n2c(=O)c3c4c(sc3n(CC(=O)c3ccc(Cl)cc3)c2=O)CCC4)cc1C	7%	-16%	?
COc1ccc(CNC(=O)c2cc(Nc3ccccc3C)nc3ccccc23)cc1	-6%	-7%	0%
COc1ccccc1OC(C)C(=O)Nc1c(C(=O)c2ccc(Cl)cc2)oc2ccccc12 (stereo not given)	15%	-4%	?
Cc1cc(C)cc(OCC(=O)N(Cc2cccs2)c2ccc(Cl)cc2)c1	-19%	1%	-26%
COc1ccccc1C(=O)NC1=NC(c2ccc(Br)cc2)CC(=O)N1 (stereo not given)	18%	7%	2%
Cc1cc(F)ccc1NC(=O)c1c(C)oc2c1C1=NCCN1C=N2	10%	13%	28%
Cc1ccc(CNC(=O)c2ccc3c(O)c(S(=O)(=O)c4ccc(Cl)cc4)c(=O)[nH]c3c2)cc1	-2%	3%	-9%
CCOc1ccc(-c2cc3nc(C4CCN(C(=O)OC(C)(C)C)CC4)c(C(=O)Nc4cccc(C(F)(F)F)c4)cn3n2)cc1	15%	-1%	11%
CCOC(=O)c1ccc(NC(=O)c2cn3c4c(ccc(Cl)c4c2=O)OC(C)C3)cc1 (stereo not given)	12%	1%	?
CCCCNC(=O)CSc1nc2ccccc2nc1Cc1ccccc1	-2%	-27%	-6%
COc1ccc(CNC(=O)c2ccc3c(c2)CCN3S(=O)(=O)c2ccccc2)cc1	-9%	-15%	-8%
COC(=O)c1ccc2c(c1)N(CC(=O)Nc1ccc(C)c(C)c1)C(=O)c1ccccc1S2	9%	0%	-27%
COc1ccccc1-c1nnc(C2CCN(S(=O)(=O)c3ccccc3)CC2)o1	2%	9%	13%
CCOC(=O)c1cnc2ccc(C(=O)OC)cc2c1Nc1ccccc1CC	12%	-8%	?
Cc1ccccc1CCNCc1c(C(=O)O)c(C)n(Cc2c(F)cccc2Cl)c1C	-1%	0%	0%
CCc1ccc(NC(=O)CCS(=O)(=O)c2ccc3c(c2)oc(=O)n3C)cc1	-5%	21%	5%
COc1ccc(C)cc1NS(=O)(=O)c1ccc2oc(=O)c3ncn(C)c3c2c1	-17%	7%	?
O=C1CS(=O)(=O)C2(C(=O)N(Cc3ccccc3Cl)c3ccccc32)N1c1ccc(F)cc1 (stereo not given)	-10%	9%	-6%
COc1ccc(C(=O)c2oc3ccccc3c2NC(=O)COc2c(C)cc(C)cc2C)cc1	7%	3%	-5%
CSc1ccc(/C=C/c2nc3ccccc3n2S(=O)(=O)c2cccc(Cl)c2)cc1	?	15µM*	-48%
Cc1ccc(CNC(=O)c2ccc(CSCc3c(F)cccc3Cl)o2)cc1	15%	3%	9%
Cc1ccc(S(=O)(=O)CCC(=O)N2CCN(c3nc4c(C)c(Cl)ccc4s3)CC2)cc1	-4%	6%	10%
